Screening data from PubChem BioAssay.
GLP-1R agonist: activates the human GLP-1 receptor; HEK293 GLP-1R CRE-luciferase, luminescence, 4-6 h; cells express a hypersensitive GLP-1R form; Potency, µM (series often up to 45.6 µM), without a hit: top-dose activation, most hits filed as activators; actives 0.007% (n = 380,000); P43220; also: potency is read from the fitted curve at half-maximal effect; % of control where 0% means no effect
Target sequence (P43220 whole entry, looked up): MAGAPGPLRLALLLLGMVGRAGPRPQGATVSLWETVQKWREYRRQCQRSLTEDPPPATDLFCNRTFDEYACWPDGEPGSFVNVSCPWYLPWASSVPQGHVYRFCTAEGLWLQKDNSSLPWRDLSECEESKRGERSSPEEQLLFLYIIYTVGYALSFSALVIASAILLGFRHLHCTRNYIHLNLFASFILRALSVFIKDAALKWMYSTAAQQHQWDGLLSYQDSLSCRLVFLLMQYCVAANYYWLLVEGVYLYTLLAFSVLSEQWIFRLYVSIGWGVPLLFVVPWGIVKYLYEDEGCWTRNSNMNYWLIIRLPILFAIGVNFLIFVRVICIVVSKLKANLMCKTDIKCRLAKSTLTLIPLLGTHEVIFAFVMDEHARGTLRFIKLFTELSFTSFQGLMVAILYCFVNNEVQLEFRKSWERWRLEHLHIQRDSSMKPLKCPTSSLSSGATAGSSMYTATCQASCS
D3 antag: D3 dopamine receptor (human) antagonism. AID 652054. max response, negative = inhibition, %. D3R cells, DiscoveRx beta-arrestin luminescence, antagonist mode; active compounds read low. actives 2.5% (n = 360,000); in the data active = max response below about -50%; inconclusive = no clear call, values can overlap the other calls; also: % is scaled to controls: 0 for no effect and ±100 for the full control effect; mostly tested at two doses, the higher about 12 µM
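Cells plated overnight at 1500 cells/well, then exposed to library compounds with dopamine controls for 90 minutes at 37 degrees C. DiscoveRx reagent added for 30–60 minutes at room temperature; luminescence read, quantitative HTS format.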
Akt phos inh: blocks phosphorylation of Akt; Neuro2A IGF-stimulated pAkt S473 HTRF, 20 min; active compounds read low; activity change, % for hits at 50 µM; actives 0.32% (n = 360,000); AID 651550; in the data active = activity change below about -80%; inconclusive = mostly about -51% to -80%; also: % is scaled to controls: 0 for no effect and ±100 for the full control effect
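Neuro2A cells in DMEM with 0.5% FBS, overnight at 37 deg C, given compound at single 50 µM final, then IGF (6 nM final) for 20 min at 37 deg C. Lysed; phospho-Akt Ser473 by HTRF after 24 h, 665/615 ratio.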
TDP-43 yeast inh: rescues yeast growth from TDP-43 toxicity. actives 1.8% (n = 410,000). TDP-43 expressing yeast growth rescue, BacTiter-Glo, 24 h. Potency, µM (titrated, usually from 46.1 µM), for the others: top-dose growth rescue (activation), usual class: activators. AID 652104; also: potency is read from the fitted curve at half-maximal effect; % of control where 0% means no effect; nearly all actives have a fitted effect of over 50% in size
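Yeast expressing TDP-43 (pregrown in raffinose, seeded at OD600=0.02 in galactose medium) exposed to compounds 24 hr at 30 deg C. Growth read by BacTiter-Glo luminescence; rescue of toxicity appears as increased signal.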
GLP-1R inv ag: acts as inverse agonist at human GLP-1 receptor. actives 1.6% (n = 410,000). Potency, µM (highest dose often 38.3 µM), for the others: at the top dose activity change, negative = inhibition, most hits filed as inhibitors. HEK293 GLP-1R CRE-luciferase, luminescence, 24 h; GLP-1R form is constitutively active. P43220; also: potency is read from the fitted curve at half-maximal effect; % is scaled to controls: 0 for no effect and ±100 for the full control effect; nearly all actives have a fitted effect of over 55% in size
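Using stably transfected HEK293 (constitutively active GLP-1R, cAMP-luciferase reporter), compounds were incubated 24 hr and luciferase measured by luminescence.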
PTHR1 ag: activates the human parathyroid hormone receptor PTHR1. AID 743266. HEK293 GP2 PTHR1 cells, GloSensor cAMP luminescence, 1 h. Q03431. actives 0.075% (n = 410,000). Potency, µM (highest dose often 115 µM), inactives show at the top dose activation, hits mostly activators; also: potency is read from the fitted curve at half-maximal effect; nearly all actives have a fitted effect of over 55% in size; some results filed as inactive show a strong effect at the top dose; inactives centre near -15; many of its hits are not listed in these tables
Target sequence (Q03431 whole entry, looked up): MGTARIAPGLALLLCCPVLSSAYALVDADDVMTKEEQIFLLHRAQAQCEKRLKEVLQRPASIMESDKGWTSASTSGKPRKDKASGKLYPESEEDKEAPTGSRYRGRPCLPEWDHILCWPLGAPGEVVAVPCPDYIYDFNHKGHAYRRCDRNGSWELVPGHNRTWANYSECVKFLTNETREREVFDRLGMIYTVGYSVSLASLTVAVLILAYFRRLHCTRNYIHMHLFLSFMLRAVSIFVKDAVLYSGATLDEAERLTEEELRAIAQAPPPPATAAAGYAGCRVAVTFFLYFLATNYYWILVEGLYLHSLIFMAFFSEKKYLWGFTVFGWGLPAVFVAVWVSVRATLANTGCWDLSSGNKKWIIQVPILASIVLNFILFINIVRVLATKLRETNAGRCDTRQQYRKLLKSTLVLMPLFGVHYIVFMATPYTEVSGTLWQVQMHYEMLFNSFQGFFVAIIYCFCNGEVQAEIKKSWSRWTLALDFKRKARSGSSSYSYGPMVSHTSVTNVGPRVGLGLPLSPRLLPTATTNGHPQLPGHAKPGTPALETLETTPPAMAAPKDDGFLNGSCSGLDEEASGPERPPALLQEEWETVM
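HEK-293-derived GP2 cells expressing PTHR1 and a GloSensor cAMP reporter, 3,000/well, plated overnight, given luciferin plus IBMX (each 0.5 mM as added) for 1 h at 37 °C, then compound for 1 h at 37 °C. Luminescence was read after 15 min at room temperature.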
Abeta yeast res: A-beta toxicity reversal in yeast | yeast expressing A-beta42, growth rescue, OD600, 48 h; response scale: 0% DMSO, 100% iron-clioquinol control | actives 0.063% (n = 410,000) | Potency, µM (titrated, usually from 46.1 µM), inactives show at the highest dose growth rescue, usual class: activators | AID 1347071; also: potency is read from the fitted curve at half-maximal effect; nearly all actives have a fitted effect of over 55% in size
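Yeast A-beta toxicity model in growth medium with pinned compounds, 48 h at 30 C; growth read as absorbance at 600 nm. Normalized to FeCl3/clioquinol equimolar mix (positive) and DMSO (negative).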
aSyn yeast inh: alpha-synuclein toxicity inhibition in yeast; Yeast expressing alpha-synuclein, growth rescue, BacTiter-Glo, 24 h; Potency, µM (top dose mostly 46.1 µM), for the others: at the top dose growth rescue (activation), actives largely listed as activators; actives 0.14% (n = 370,000); also: potency is read from the fitted curve at half-maximal effect; % of control where 0% means no effect; nearly all actives have a fitted effect of over 65% in size
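Galactose-induced alpha-syn yeast (OD600=0.02, raffinose-pregrown) + pinned cpd, 24 hr, 30 deg C; growth by BacTiter-Glo luminescence. Growth restoration scores as activation.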
FUS yeast rescue: FUS proteinopathy suppression in yeast | S. cerevisiae FUS-expressing, growth rescue, OD600, 24 h | Potency, µM (series often up to 76.6 µM), inactives show at the highest dose growth rescue (activation), hits mostly activators | actives 0.24% (n = 390,000);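 also: potency is read from the fitted curve at half-maximal effect; plate controls were DMSO vehicle for no effect and reference control for full effect; nearly all actives have a fitted effect of over 55% in size; some results filed as inactive show a strong effect at the top dose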
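Absorbance at 600 nm, taken 24hr after compound addition, measured rescue of FUS-yeast growth at 30C. Induction used 2% galactose with seeding at OD 0.005. Controls: CP55940 from 92uM final, DMSO only.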
Numbers without * were called inactive; i = inactive; ? = inconclusive; / = not tested or not shown; & = joins results of further samples; [ ] = another dose, or the depositor's remark. Unless noted, calls follow the shape of the dose curve; as a rule, active = well fitted curve in the direction sought with a large enough effect; inconclusive = small, poorly fitted or top-dose-only effect, or another doubt; inactive = no such curve, though single readings can be large; an effect the other way counts as inactive or inconclusive. Not all compounds are listed; the hit share may differ from the screen's.

SMILES | GLP-1R agonist | D3 antag | Akt phos inh | TDP-43 yeast inh | GLP-1R inv ag | PTHR1 ag | Abeta yeast res | aSyn yeast inh | FUS yeast rescue
CCCS(=O)(=O)NC(=O)C1(C)CCCN(C(=O)c2cc(C)nn2C(C)(C)C)C1 (stereo unspecified) | 9.3% | 3.7 | i | 9.1% | -17.6% | i | 8.6% | -16.0% | 12.1%
COc1cccc(-n2c(SCC(=O)N3c4ccccc4CC3C)nnc2-c2ccco2)c1 (stereo unspecified) | 0.6% | 45.4 | i | -6.5% | ? | -11.4%[57.5 µM] | 9.6% | -3.6% | 14.4%
S=c1[nH]nc(-c2cccnc2)n1/N=C/c1ccc(Br)s1 | 10.2% | -12.6 | i | 15.9% | 31.5%[activator] | -16.7% | 6.1% | 0.5% | 1.3%
CC(C(=O)NC1CCCCCC1)N(c1ccccc1)S(C)(=O)=O (stereo unspecified) | -1.9% | 13.4 | i | -3.8% | -2.1% | -10.8% | -0.5% | 0.0% | 5.4%
COc1ccccc1C(=O)Nc1ccccc1N1CCCCC1 | 19.5% | -18.1 | i | 0.9% | ? | -4.0% | -22.3% | -8.8% | 25.4%
Clc1ccc(-c2nc(NCCN3CCOCC3)c3ccccc3n2)cc1 | 13.5% | 13.7 | i | -17.3% | -20.6% | -4.1%[57.5 µM] | 18.0% | 8.2% | 16.7%
CCc1cc(=O)oc2cc(C)c(CN3CCCC3)c(O)c12 | -11.2% | 11.3 | i | -24.4% | 4.0% | i | -16.2% | 8.0% | ?
COc1ccc(C2N=C(N)N=C(N)N2c2ccc(C)cc2)cc1 (stereo unspecified) | 0.6% | -14.6 | i | -19.7% | 3.3% | i | 3.2% | -2.0% | -24.8%
COc1ccc(C2C(C(=O)NCc3ccco3)c3ccccc3C(=O)N2C)cc1 (stereo unspecified) | 2.1% | 0.6 | i | 18.4% | -1.1% | i | -7.1% | 3.8% | 0.1%
COc1ccc(N2CCN(c3cc(C)c4ccc(C)cc4n3)CC2)cc1 | 11.6% | -4.2 | i | 17.8% | 2.2%[7.66 µM] | i | 7.7% | -0.6% | 10.9%
Cc1ccc(C2CC2C(=O)NNC(=S)Nc2ccc(Cl)cc2)cc1 (stereo unspecified) | -11.1% | ? | / | 24.6% | -25.1% | -3.0% | 27.0% | / | 29.6%
CCCCc1nnc(NC(=O)CSCc2cc(=O)n3c(C)csc3n2)s1 | -2.2% | 9.5 | i | -1.8% | 0.2% | i | -1.7% | 1.0% | 25.8%
CCCCCOc1ccc(C(=O)CCC(=O)NC(C)c2ccc(S(N)(=O)=O)cc2)cc1 (stereo unspecified) | 8.5% | 15.0 | i | 1.0% | ? | -12.1% | 0.9% | 6.1% | 32.9%
CCCCn1[nH]c(-c2ccccc2)cc1=O | -2.2% | ? | i | ? | -12.4% | i | 7.1% | 1.6% | /
Cc1ccc(-c2nnn(CC(=O)N(Cc3ccccc3)C(C(=O)NC(C)(C)C)c3ccncc3)n2)o1 (stereo unspecified) | -1.1% | 14.5 | i | -8.8% | 3.2% | -11.8% | 2.7% | -9.5% | 29.1%
O=C(O)CC12CC3CC(C1)CC(n1ncc(NCc4ccco4)c(Cl)c1=O)(C3)C2 | 1.2% | 4.6 | i | -22.3% | -13.8% | i | -5.8% | 0.1% | -3.3%
Cc1ccc(Cn2ccc(NC(=O)c3cc(-c4ccc(F)cc4)on3)n2)cc1 | -6.0% | 12.9 | ? | 0.9% | 6.4% | ? | 3.1% | -0.3% | 22.4%
Cc1ccc(NC(=O)c2sc3nc[nH]c(=O)c3c2C)cc1C | / | / | / | 23.0% | -0.8% | -19.4% | -12.3% | / | 0.1%
COc1cc(OC)cc(C(=O)n2cnnc2N)c1 | -1.5% | -2.4 | i | 15.1% | 10.5% | i | -15.3% | -1.7% | /
CCCCCC(=O)Nc1cc(S(=O)(=O)N2CCOCC2)ccc1N1CCCC1 | -3.1% | 4.7 | i | 20.3% | 11.8% | i | -6.4% | 22.4% | /
O=C(c1ccsc1)N1CCCC(Nc2cccc(F)c2)C1 (stereo unspecified) | 3.0% | -0.9 | i | 15.4% | -5.4% | i | 10.8% | 3.3% | -3.7%
CC(=O)c1ccc(N2CCN(C(=O)CCCn3c(=O)[nH]c4ccsc4c3=O)CC2)cc1 | 27.1%&1.5% | 4.1 | i | -8.4%&17.0% | 34.8%&13.5%[activator] | -51.8% | -0.4%&3.8% | -3.0% | 14.7%&-27.3%
O=C(CCC1CCCC1)NC1CCCCC1 | -2.6% | ? | i | -15.8% | -13.9% | -1.9% | 7.2% | -6.0% | -8.3%
CSc1ccc(NC(=O)C2CCN(c3ncccn3)CC2)cc1 | / | / | / | 11.7% | 17.8% | i | -24.4% | / | 12.4%
CC(CCc1ccccc1)NC(=O)c1ccc(Br)cc1 (stereo unspecified) | 0.8% | -8.8 | i | 0.0% | ? | -7.8% | -17.7% | 16.3% | -11.7%
O=C(NCCN1CCOCC1)N1CCOCC1 | -2.5% | -0.5 | i | -18.9% | 0.2% | ? | 3.9% | -3.7% | 35.2%
Cc1nn(CC(=O)O)c(C)c1[N+](=O)[O-] | 0.0% | -9.4 | i | -23.7% | 11.2% | i | -11.6% | -6.3% | 4.5%
COc1ccc2[nH]c3c(c2c1)CCN1C(=O)N([C@@H](C)C(=O)NCc2ccccc2)C(=O)[C@]31C | 3.7% | 4.3 | i | 2.0% | -12.0% | -52.5%[inhibitor] | -13.2% | 2.3% | 8.8%
COc1ccccc1N(CC(=O)NCCSCc1ccccc1Cl)S(C)(=O)=O | 7.7%&0.6% | 15.5 | i | -3.4%&8.0% | ? | -40.5%&-17.7%[inhibitor] | 4.5%&-4.5% | -0.3% | 3.9%&7.4%
Cc1cc(=O)[nH]c2ccc(S(=O)(=O)Nc3ccc(O)cc3)cc12 | 17.2% | -1.3 | i | -17.8% | 20.4% | i | -17.7% | -3.1% | -9.5%
CN1C(=O)CS(=O)c2ccc(C(=O)NCCC3=CCCCC3)cc21 (stereo unspecified) | 10.4% | 13.6 | i | 11.7% | -10.5% | -0.2% | 0.1% | 3.6% | 6.1%
CC(=O)c1cccc(NC(=O)COc2ccc(S(=O)(=O)N3CCOCC3)cc2)c1 | 0.0% | -7.9 | i | -7.2% | 29.1% | i | -3.8% | -2.2% | 6.8%
CC(C)c1ccc(NC(=O)C2CCCN2S(=O)(=O)c2ccccc2F)cc1 (stereo unspecified) | 0.4% | 9.7 | i | 5.3% | ? | -44.7%[inhibitor] | -10.8% | 9.0% | /
O=C1CNC(=S)N1Cc1ccccc1Cl | -0.1% | -20.2 | i | 3.8% | -10.5% | i | -2.8% | 9.0% | 3.3%
C/C(=N/O)c1cc(C(C)(C)C)c(O)c(C(C)(C)C)c1 | -8.7% | 0.1 | -122.0%* | 5.9% | ? | -19.6% | 2.8% | -7.4% | 7.9%
COc1ccc(C)cc1S(=O)(=O)N1CCCC(C(=O)N2CCN(c3ccccc3F)CC2)C1 (stereo unspecified) | 1.6% | 4.0 | i | -15.5% | ? | -23.2% | 0.0% | 2.0% | /

Part of the list above in a different format.
Screens in order – GLP-1R agonist	D3 antag	Akt phos inh	TDP-43 yeast inh	GLP-1R inv ag	PTHR1 ag	Abeta yeast res	aSyn yeast inh	FUS yeast rescue
O=C(NCCN1CCOCC1)N1CCOCC1
→ -2.5%	-0.5	i	-18.9%	0.2%	?	3.9%	-3.7%	35.2%
Cc1nn(CC(=O)O)c(C)c1[N+](=O)[O-]
→ 0.0%	-9.4	i	-23.7%	11.2%	i	-11.6%	-6.3%	4.5%

Following part:
SMILES | GLP-1R agonist | D3 antag | Akt phos inh | TDP-43 yeast inh | GLP-1R inv ag | PTHR1 ag | Abeta yeast res | aSyn yeast inh | FUS yeast rescue
Cc1cc(C)nc(Sc2ccc(C=O)cc2[N+](=O)[O-])n1 | 15.9% | -1.9 | i | -8.3%[0.397 µM] | 9.4% | i | -1.6% | 2.6% | 23.8%
Cc1cc(C)c(S(=O)(=O)n2ccc3ccccc32)c(C)c1 | -9.3% | -6.7 | i | 18.6% | ? | -6.3% | ? | 6.7% | -5.7%
COc1ccc(-c2cc(C)no2)cc1S(=O)(=O)N1CCN(c2ccccn2)CC1 | 6.6% | 9.6 | i | -0.8% | -6.6% | -34.4%[inhibitor] | ? | 7.6% | -2.1%
Cn1c(=O)c2c(ncn2CC(O)CNc2cccc(Cl)c2)n(C)c1=O (stereo unspecified) | -2.9% | 12.8 | i | 8.3% | -0.1%[0.307 µM] | -25.0% | 20.3% | -9.8% | 21.8%
Cc1ccc2oc(=O)n(CCOc3ccccc3Cl)c2c1 | -3.5% | -29.1 | i | 27.3% | -16.7% | i | -12.4% | -4.8% | -7.4%
Cc1cccc(C(=O)N/N=C2\CS(=O)(=O)N(C)c3ccsc32)c1 | -0.6% | -21.5 | i | 12.6% | -23.3% | -13.5% | 3.6% | -5.2% | -22.2%
COc1cccc(CN2CCN(Cc3ccc(OC)c(OC)c3)CC2CCO)c1 (stereo unspecified) | 14.4% | -10.9 | i | -5.3% | -8.2% | i | 7.3% | 0.1% | -15.2%
Cc1cccn2c(=O)c(/C=C(\C#N)C(=O)NCc3ccco3)c(N3CCCCC3)nc12 | 5.7% | 14.2 | i | -4.0% | 28.6% | -1.1% | 7.2% | 2.3% | 9.9%
COc1ccc(C(=O)NCCc2nnc(SCc3nc4ccccc4c(=O)[nH]3)n2C)cc1 | -3.8% | 8.4 | i | 3.8% | -4.4% | -17.4%[57.5 µM] | -3.6% | 1.0% | 10.7%
O=C(C1=C[C@@H](c2csc3ccccc23)C[C@@H](OCc2ccc(CO)cc2)O1)N1CCOCC1 | 12.9% | -1.9 | i | 38.0% | 5.5% | i | 9.1% | 12.3% | 38.9%
CCOC(=O)c1c(NC(=O)COC(=O)c2cnc(C)cn2)sc(C(=O)N(C)C)c1C | -0.5% | -0.4 | i | -4.9% | 6.0% | -21.4% | 8.5% | -0.2% | 12.5%
